Tb PYK inh = T. brucei pyruvate kinase inhibition; TbPYK enzyme, Kinase-Glo Plus ATP luminescence, 45 min; Potency, µM (top dose mostly 76.8 µM), for the others: at the highest dose activity, negative = inhibition, actives largely listed as inhibitors; 410,000 tested, 0.12% active; further: potency means the concentration at half of the fitted maximal effect; on the % scale 0 is the no-effect control and ±100 the full control effect; nearly all actives have a fitted effect of over 50% in size
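Glycolytic pyruvate kinase of T. brucei was incubated with substrate, test compound and 130 uM ADP for 45 minutes at room temperature. Luminescent Kinase-Glo Plus signal was measured after 10 minutes.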
Pf growth 48h = P. falciparum growth inhibition at 48 hours (one generation); P. falciparum luciferase growth in erythrocytes, 48 h; Potency, µM (doses to about 28.7 µM), without a hit: at the highest dose activity change, negative = inhibition, actives largely listed as inhibitors; 310,000 tested, 5.9% active; further: potency means the concentration at half of the fitted maximal effect; on the % scale 0 is the no-effect control and ±100 the full control effect
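Luciferase-expressing parasites in RBCs, 2% Hct / 0.1% parasitemia final; RPMI 1640 + 0.5% Albumax; 37 C, 5% CO2, one generation; luminescence read-out, lower signal = inhibition.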
AmpC no deterg = blocks E. coli AmpC beta-lactamase in detergent-free assay; P00811; AmpC nitrocefin hydrolysis, absorbance 480 nm, 0.0001% Triton; Potency, µM (highest dose often 57.1 µM), inactives show at the highest dose activity change, negative = inhibition, usual class: inhibitors; 330,000 tested, 0.52% active;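 further: potency means the concentration at half of the fitted maximal effect; plate controls were no compound for no effect and no enzyme for full effect; nearly all actives have a fitted effect of over 20% in size; some results filed as inactive show a strong effect at the top dose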
Target sequence (P00811 whole entry, looked up): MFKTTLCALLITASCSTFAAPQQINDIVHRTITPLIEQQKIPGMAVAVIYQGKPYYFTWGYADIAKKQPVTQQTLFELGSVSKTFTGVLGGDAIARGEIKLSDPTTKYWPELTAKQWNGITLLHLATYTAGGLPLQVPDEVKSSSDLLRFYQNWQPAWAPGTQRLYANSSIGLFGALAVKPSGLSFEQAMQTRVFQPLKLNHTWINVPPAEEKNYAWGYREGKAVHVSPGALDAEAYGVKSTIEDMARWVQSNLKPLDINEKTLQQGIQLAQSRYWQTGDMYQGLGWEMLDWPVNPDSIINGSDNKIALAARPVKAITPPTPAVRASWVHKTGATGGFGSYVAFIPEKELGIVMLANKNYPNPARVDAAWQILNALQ
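AmpC (5.3 nM in the dispensed reagent) in 20 mM phosphate pH 7.0 with 0.01% (detergent screen) or 0.0001% Triton X-100 was preincubated with compounds for 15 min at room temperature. Nitrocefin was then added from an 800 uM solution, and hydrolysis was followed at 480 nm.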
Pf growth 96h = P. falciparum growth inhibition at 96 hours; P. falciparum luciferase reporter growth, 96 h; Potency, µM (titrated, usually from 28.7 µM), for the others: at the highest dose activity change, negative = inhibition, actives largely listed as inhibitors; 320,000 tested, 6.9% active; further: potency means the concentration at half of the fitted maximal effect; on the % scale 0 is the no-effect control and ±100 the full control effect
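Luminescence readout: decreased luciferase signal marks inhibited growth of reporter-expressing P. falciparum in infected red cells (2% hematocrit, 0.05% parasitemia final), exposed to compound two generations (96 h, 37 C, 5% CO2).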
Shiga toxin inh = Shiga toxin inhibition | inhibition, % at 38.7 µM | Vero cells, Shiga toxin protein synthesis inhibition reporter | AID 2315 | 290,000 tested, 9.2% active; in the data active means inhibition mostly above about 28%, no sharp cut-off; inactive means mostly below about 43%; further: 0% is about no effect
LmPK inhibitor = LmPK (Leishmania mexicana) enzyme inhibition; Q27686; purified LmPK, Kinase-Glo ATP luminescence, 1 h; Potency, µM (top dose mostly 57.5 µM), for inactives: at the top dose activity change, negative = inhibition, usual class: inhibitors; 290,000 tested, 0.37% active; further: potency means the concentration at half of the fitted maximal effect; on the % scale 0 is the no-effect control and ±100 the full control effect
Target sequence (Q27686 whole entry, looked up): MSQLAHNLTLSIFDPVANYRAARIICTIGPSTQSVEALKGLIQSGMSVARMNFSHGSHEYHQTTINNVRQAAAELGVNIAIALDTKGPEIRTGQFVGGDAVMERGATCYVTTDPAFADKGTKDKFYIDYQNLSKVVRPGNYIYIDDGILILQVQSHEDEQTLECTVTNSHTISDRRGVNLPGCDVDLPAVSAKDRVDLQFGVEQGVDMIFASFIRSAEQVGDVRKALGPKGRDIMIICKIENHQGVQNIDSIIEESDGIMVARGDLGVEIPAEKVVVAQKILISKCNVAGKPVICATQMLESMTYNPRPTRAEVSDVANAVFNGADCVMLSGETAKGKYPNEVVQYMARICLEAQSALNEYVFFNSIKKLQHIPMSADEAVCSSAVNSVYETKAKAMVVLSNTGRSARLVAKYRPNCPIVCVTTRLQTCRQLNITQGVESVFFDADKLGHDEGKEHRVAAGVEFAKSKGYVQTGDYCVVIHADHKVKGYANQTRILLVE
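ATP generated from ADP (0.1 mM) and PEP (0.5 mM) by 0.1 nM LmPK over 1 h at room temperature (pH 7.2 imidazole buffer) was detected by coupled luciferase luminescence. Values were normalized to uninhibited and no-enzyme wells.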
CHX counter = counter-screen hit for Shiga toxin inhibitors, cycloheximide; cell reporter, cycloheximide protein synthesis inhibition counterscreen; max response, %; 300,000 tested, 12% active; AID 2314; in the data active means max response mostly above about 13%, no sharp cut-off; inactive means mostly below about 14%; further: read at 38.3 µM for the half of the compounds with a filed dose; 0% is about no effect
Numbers without * were called inactive; ? = inconclusive; nt = no result given; & = joins results of further samples; [ ] = remark or other dose. Unless noted, the call rests on the fitted dose curve; in most records, active means well fitted curve in the direction sought with a large enough effect; inconclusive means small, poorly fitted or top-dose-only effect, or another doubt; inactive means no such curve, though single readings can be large; an effect the other way counts as inactive or inconclusive.

1: Cc1c(C(=O)Nc2ccc(Oc3ccccc3)cc2)sc2nc3n(c(=O)c12)CCC3
2: C1COCCNCCOCCOCCN1
3: Fc1ccc(OCCOCCOc2cccc3[nH]ccc23)cc1
4: COc1ccc(-n2nnnc2SCC(=O)N2CCOCC2)cc1
5: CC(Sc1nc2ccccc2c(=O)n1C)C(=O)Nc1ccc2c(c1)OCCO2 (centres undefined)
6: COC(=O)c1cc(NC(=O)c2cccs2)ccc1N1CCOCC1
7: Cc1[nH]c(=S)[nH]c(=O)c1Cc1ccc(OCC(C)C)cc1
8: CS(=O)(=O)N1CCCC(C(=O)NCCCN2CCN(Cc3ccccc3)CC2)C1 (centres undefined)

| entry no. | 1 | 2 | 3 | 4 | 5 | 6 | 7 | 8 |
| --- | --- | --- | --- | --- | --- | --- | --- | --- |
| Tb PYK inh | -5% | -9% | -5% | 0% | -3% | 2% | -5% | -1% |
| Pf growth 48h | 12µM* | 20% | ? | 3% | 0.15µM* | -7% | 21% | -10% |
| AmpC no deterg | 88%[activator] | -8% | -15% | 0.89µM* | -19% | -12% | -31% | -12% |
| Pf growth 96h | 17µM* | -3% | -30% | 35%[activator] | 0.17µM* | ? | 17% | ? |
| Shiga toxin inh | -17 | -10 | 21 | 26 | nt | -15 | 15 | -8 |
| LmPK inhibitor | -4% | -5% | 4% | 3% | nt | -15% | 1% | 0% |
| CHX counter | -3 | -2 | -1 | 1 | nt | 2 | 7 | -2 |

From compound 1 as far as 2, copied from above:
1: Cc1c(C(=O)Nc2ccc(Oc3ccccc3)cc2)sc2nc3n(c(=O)c12)CCC3
2: C1COCCNCCOCCOCCN1

| entry no. | 1 | 2 |
| --- | --- | --- |
| Tb PYK inh | -5% | -9% |
| Pf growth 48h | 12µM* | 20% |
| AmpC no deterg | 88%[activator] | -8% |
| Pf growth 96h | 17µM* | -3% |
| Shiga toxin inh | -17 | -10 |
| LmPK inhibitor | -4% | -5% |
| CHX counter | -3 | -2 |

Continuation:
9: CC(C)(C)c1ccc(C(=O)NCCCN2CCN(CCCNC(=O)c3ccc(C(C)(C)C)cc3)CC2)cc1
10: Cc1cc(C)c(S(=O)(=O)Nc2ccc(OCC(=O)O)cc2)c(C)c1
11: O=C(O)c1ccc(N2CCCCCC2)c(N2C(=O)c3ccccc3C2=O)c1
12: O=C(COC(=O)c1ccccc1Br)NCCc1ccc(F)cc1
13: COc1cccc(CNS(=O)(=O)/C=C/c2ccc3c(c2)OCO3)c1
14: CC(Sc1nc(O)c(-c2ccccc2)c(=O)[nH]1)C(=O)Nc1ccc(Cl)cc1 (centres undefined)
15: Cc1ccc(-c2nnc(Oc3cccc(C)c3)c3ccccc23)cc1
16: CCN(CC)S(=O)(=O)c1ccc(S(=O)(=O)N2CCN(CCC#N)CC2)cc1

| entry no. | 9 | 10 | 11 | 12 | 13 | 14 | 15 | 16 |
| --- | --- | --- | --- | --- | --- | --- | --- | --- |
| Tb PYK inh | -1% | -12% | -4% | 0% | -3% | -3% | 5% | -2% |
| Pf growth 48h | ? | nt | 5% | 15% | -3% | 17% | 16% | 23% |
| AmpC no deterg | 312%[activator] | -7% | -30% | -39% | -30% | -29% | -29% | 6% |
| Pf growth 96h | ? | 3% | ? | 17% | 23% | ? | 36%[activator] | -6% |
| Shiga toxin inh | -4 | 9 | -18 | -9 | 8 | -1 | -8 | 4 |
| LmPK inhibitor | 4% | 1% | 5% | 1% | 6% | -2% | 3% | -2% |
| CHX counter | -6 | 5 | -6 | 31* | 0 | 0 | 5 | -3 |

17: Cc1ccc(CN(C)c2nc(-c3cccnc3)nc3ccccc23)o1
18: CC(C)(C)OC(=O)NCCC(=O)N/N=C/c1cccc2cccnc12
19: NC(=O)Cc1ncc(C(F)(F)F)cc1Cl
20: O=C(CSc1nnnn1C1CCCCC1)NCc1cccs1
21: Cc1ccc(C(=O)CC2(O)C(=O)N(Cc3ccc4c(c3)OCO4)c3ccccc32)cc1 (centres undefined)
22: Cc1occc1-c1nnc(SCC(=O)c2ccc(F)cc2)n1Cc1ccco1
23: Cc1ccc(N(CC(=O)N2CCc3ccccc32)C2=NC(=O)CS2)cc1
24: CCc1ccc(OC)c(S(=O)(=O)Nc2ccccc2C)c1

| entry no. | 17 | 18 | 19 | 20 | 21 | 22 | 23 | 24 |
| --- | --- | --- | --- | --- | --- | --- | --- | --- |
| Tb PYK inh | -5% | -5% | 0% | -8% | -1% | -18% | 9% | 0% |
| Pf growth 48h | ? | ? | 0% | 35%[activator] | -12% | -15% | nt | -18% |
| AmpC no deterg | -9% | -17% | -17% | -15% | 10% | -19% | 29% | -19% |
| Pf growth 96h | 12µM* | -10% | 0% | 33%[activator] | 19%[5.75 µM] | nt | 9.3µM* | -16% |
| Shiga toxin inh | -8 | 15 | -4 | 7 | -6 | 14 | -18 | -4 |
| LmPK inhibitor | -1% | 0% | 3% | -2% | 2% | 1% | 8% | -1% |
| CHX counter | 0 | -1 | -3 | 4 | -1 | 12* | -5 | 0 |

Single records (already shown).
Entry for Cc1ccc(N(CC(=O)N2CCc3ccccc32)C2=NC(=O)CS2)cc1 → Tb PYK inh: 9%; Pf growth 48h: nt; AmpC no deterg: 29%; Pf growth 96h: 9.3µM*; Shiga toxin inh: -18; LmPK inhibitor: 8%; CHX counter: -5
Entry for Cc1occc1-c1nnc(SCC(=O)c2ccc(F)cc2)n1Cc1ccco1 → Tb PYK inh: -18%; Pf growth 48h: -15%; AmpC no deterg: -19%; Pf growth 96h: nt; Shiga toxin inh: 14; LmPK inhibitor: 1%; CHX counter: 12*
Entry for CC(C)(C)OC(=O)NCCC(=O)N/N=C/c1cccc2cccnc12 → Tb PYK inh: -5%; Pf growth 48h: ?; AmpC no deterg: -17%; Pf growth 96h: -10%; Shiga toxin inh: 15; LmPK inhibitor: 0%; CHX counter: -1

Next compounds follow.
25: COc1cc(Cl)cc2c1Sc1ccccc1/C2=C/CCN(C)C
26: CCOC(=O)CSc1nnc(-c2ccncc2)o1
27: COCCN(CCOC)C(=O)c1cc2c(=O)n3ccccc3nc2s1
28: Cc1cc(C)nc(NC(=O)c2ccc(Br)cc2)n1
29: c1ccn2c(SCc3ccc4c(c3)OCCO4)nnc2c1
30: Cc1ccc(-c2csc3nc(C)n(N)c(=O)c23)cc1
31: CC1CCc2nc3ccccc3c(C(=O)OCC(=O)NC3CCS(=O)(=O)C3)c2C1 (centres undefined)
32: O=C(CC(=O)Nc1ccccc1F)Nc1ccccc1F

| entry no. | 25 | 26 | 27 | 28 | 29 | 30 | 31 | 32 |
| --- | --- | --- | --- | --- | --- | --- | --- | --- |
| Tb PYK inh | 1% | -11% | -6% | -8% | 1% | 1% | 3% | -1% |
| Pf growth 48h | 12µM* | 19% | 34%[activator] | nt | 90%[activator] | 10% | -32% | -11%[0.00184 µM] |
| AmpC no deterg | 84%[activator] | -7% | -6% | -9% | -2% | -8%[11.4 µM] | -16% | -13% |
| Pf growth 96h | ? | nt | 3% | 35%[activator] | -40% | 35%[activator] | ? | ? |
| Shiga toxin inh | 1 | -3 | 23 | -3 | 98* | -4 | -13 | 7 |
| LmPK inhibitor | 7% | -4% | 7% | -2% | -6% | 0% | 1%[11.5 µM] | 2% |
| CHX counter | -2 | 2 | 34* | 1 | 51* | 2 | 6 | 7 |

33: O=C(COC(=O)C1CC2C=CC1C2)Nc1cccc(S(=O)(=O)N2CCCCC2)c1 (centres undefined)
34: Cc1ccc(O)c(NC(=O)c2cc(-c3ccc(F)cc3)on2)c1
35: Cc1ccc(-c2nn(-c3cc(Cl)ccc3[N+](=O)[O-])c(=O)c3ccccc23)cc1
36: NS(=O)(=O)c1ccc(NC(=O)CCCC(=O)O)cc1

| entry no. | 33 | 34 | 35 | 36 |
| --- | --- | --- | --- | --- |
| Tb PYK inh | 1% | -7%&-6% | -7% | -3% |
| Pf growth 48h | 4% | 105%[activator] | ? | 29% |
| AmpC no deterg | -24% | -18% | -12% | -9% |
| Pf growth 96h | 25% | -13% | 12µM* | 15% |
| Shiga toxin inh | -7 | 41 | -1 | 9 |
| LmPK inhibitor | 3% | -1% | -1% | -6% |
| CHX counter | 0 | 41* | -2 | 3 |
